Assay outcomes from PubChem BioAssay.
mIDH1 inhibitor: human IDH1 R132H inhibition. IDH1-R132H enzyme, NADPH consumption, diaphorase/resazurin fluorescence. Potency, µM (highest dose often 76.6 µM), without a hit: top-dose activity change, negative = inhibition, usual class: inhibitors. 390,000 compounds, 0.093% hits. AID 602179; further: potency means the concentration at half of the fitted maximal effect; on the % scale 0 is the no-effect control and ±100 the full control effect; nearly all actives have a fitted effect of over 65% in size
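IDH1-R132H (0.5 ug/mL) preincubated 30 min with compound, then NADPH (0.016 mM) and alpha-KG (2 mM) added; 80 min at RT, pH 7.5. Remaining NADPH coupled via diaphorase/resazurin to fluorescence (540/590 nm); concentration-response curves normalized to no-enzyme control.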
RGS4 inh: blocks human RGS4-accelerated GTP hydrolysis. Transcreener GDP fluorescence polarization, RGS4-accelerated GTP hydrolysis. Potency, µM (titrated, usually from 114 µM), for the others: at the top dose activity change, negative = inhibition, hits mostly inhibitors. 390,000 compounds, 0.039% hits; further: potency means the concentration at half of the fitted maximal effect; on the % scale 0 is the no-effect control and ±100 the full control effect; nearly all actives have a fitted effect of over 75% in size; some results filed as inactive show a strong effect at the top dose
Target sequence (P49798 whole entry, looked up): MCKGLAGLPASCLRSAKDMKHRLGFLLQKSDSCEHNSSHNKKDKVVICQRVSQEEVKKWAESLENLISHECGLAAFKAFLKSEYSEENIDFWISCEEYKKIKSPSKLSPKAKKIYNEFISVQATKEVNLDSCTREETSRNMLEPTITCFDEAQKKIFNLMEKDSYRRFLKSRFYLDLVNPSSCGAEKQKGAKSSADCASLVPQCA
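MLSMR compounds (23 nl, pin-transferred) preincubated 10 min at room temperature with a 500nM (2x) first reagent, then RGS4 at 900nM (2x) plus Transcreener GDP mix added; fluorescence polarization (620/688 nm) read before and after 90 min at 30 °C.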
rTrxR1 inhibitor: rat TrxR1 inhibition; O89049; recombinant rTrxR1, NADPH fluorescence consumption, selenite substrate; Potency, µM (top dose mostly 114 µM), for the others: at the highest dose activity change, negative = inhibition, most hits filed as inhibitors; 390,000 compounds, 1% hits; AID 588453; further: potency means the concentration at half of the fitted maximal effect; on the % scale 0 is the no-effect control and ±100 the full control effect; nearly all actives have a fitted effect of over 65% in size
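Rat TrxR1 (90 nM in the dispensed reagent) was pre-reduced with 400 uM NADPH for 5 min at room temperature, then incubated with compound for 15 min. After 400 uM selenite was added, NADPH fluorescence (Ex 340/Em 450 nm) was followed for 8 min.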
LDHA block: inhibitors of human lactate dehydrogenase A; P00338; purified LDHA, NADH/diaphorase-resazurin fluorescence; stronger effect = lower value; activity change, % (values are at about 110 or 230 µM); 480,000 compounds, 0.15% hits; in the data active means activity change below about -30%; inconclusive means mostly about -25% to -30%;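 further: plate controls were DMSO wells for no effect and wells without enzyme for full effect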
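Human LDH5 (2 nM) was incubated with 0.06 mM NADH and 0.2 mM pyruvate for 5 min at room temperature in Tris pH 7.4. Remaining NADH was coupled through diaphorase/resazurin, and resorufin fluorescence was read at 0 and 20 min.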
USP1 inh: USP1/UAF1 (human) deubiquitinase inhibition; Potency, µM (top dose mostly 57.1 µM), for inactives: at the highest dose activity change, negative = inhibition, most hits filed as inhibitors; recombinant USP1/UAF1, Ub-Rhodamine cleavage fluorescence; O94782; AID 743255; 390,000 compounds, 0.23% hits; further: potency means the concentration at half of the fitted maximal effect; on the % scale 0 is the no-effect control and ±100 the full control effect; nearly all actives have a fitted effect of over 60% in size; inactives centre near -12
Target sequence (O94782 whole entry, looked up): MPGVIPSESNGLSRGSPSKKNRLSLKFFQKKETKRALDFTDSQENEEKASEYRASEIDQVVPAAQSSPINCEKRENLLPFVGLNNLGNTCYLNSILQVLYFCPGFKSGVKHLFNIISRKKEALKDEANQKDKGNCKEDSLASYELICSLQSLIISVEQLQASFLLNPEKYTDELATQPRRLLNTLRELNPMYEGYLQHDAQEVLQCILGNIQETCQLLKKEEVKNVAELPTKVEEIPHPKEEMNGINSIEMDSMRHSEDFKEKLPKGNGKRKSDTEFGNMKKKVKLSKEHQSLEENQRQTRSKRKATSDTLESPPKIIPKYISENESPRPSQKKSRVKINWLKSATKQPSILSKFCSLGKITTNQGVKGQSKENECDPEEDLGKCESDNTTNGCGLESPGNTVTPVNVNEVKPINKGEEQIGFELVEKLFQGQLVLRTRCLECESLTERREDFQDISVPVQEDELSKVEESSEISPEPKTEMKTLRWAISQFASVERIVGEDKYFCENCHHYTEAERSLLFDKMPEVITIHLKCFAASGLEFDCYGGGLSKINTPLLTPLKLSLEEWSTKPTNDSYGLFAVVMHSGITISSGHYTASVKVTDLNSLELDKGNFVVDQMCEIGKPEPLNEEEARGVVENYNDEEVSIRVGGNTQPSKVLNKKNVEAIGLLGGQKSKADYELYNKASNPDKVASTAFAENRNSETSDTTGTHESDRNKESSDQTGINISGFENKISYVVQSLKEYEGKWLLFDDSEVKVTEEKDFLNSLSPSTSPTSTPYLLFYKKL
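USP1/UAF1 complex (1 nM) preincubated 15 min at room temperature with compound, then Ub-Rho substrate (150 nM final) added. Kinetic fluorescence at 480/540 nm over 6 reads at 60 s intervals; 50 mM HEPES pH 7.8, 0.5 mM EDTA, 0.1 mg/ml BSA, 1 mM TCEP, 0.01% Tween-20.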
Vif-APOBEC3G blk: Vif-A3G binding inhibition; Q9HC16; 410,000 compounds, 0.076% hits; Potency, µM (highest dose often 46.1 µM), for inactives: top-dose activity, negative = active, usual class: inhibitors; HeLa A3G-eYFP + Vif (tagged APOBEC3G with the HIV-1 protein that degrades it), YFP fluorescence, overnight; AID 602310;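 further: potency means the concentration at half of the fitted maximal effect; on the % scale 0 is the no-effect control and ±100 the full control effect; nearly all actives have a fitted effect of over 60% in size; hits raise eYFP signal because A3G escapes Vif-driven loss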
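HeLa cells stably expressing Vif and C-terminally eYFP-tagged A3G, seeded overnight at 37 deg C, then exposed to compound by pintool overnight at 37 deg C. Rise in yellow fluorescence (Ex 488/Em 500-530, Acumen) marks blocked Vif-driven A3G degradation.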
TrxR1 substrate: substrates of rat thioredoxin reductase 1 | O89049 | purified TrxR1 substrate turnover, NADPH consumption readout | Potency, µM (highest dose often 114 µM), without a hit: at the top dose activity change, negative = substrate turnover | 390,000 compounds, 0.01% hits | AID 588456; further: potency means the concentration at half of the fitted maximal effect; on the % scale 0 is the no-effect control and ±100 the full control effect; nearly all actives have a fitted effect of over 50% in size
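Rat TrxR1, dispensed at 90 nM, was prereduced with 400 uM NADPH (final) for 5 min at ~22 deg C, then incubated with compound 15 min before 400 uM selenite. A first-read NADPH fluorescence drop versus no-compound background flagged substrates.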
GRP78 ERSR act: ER stress response induction in glioma; U87-MG GRP78 promoter luciferase reporter, 16 h; Potency, µM, for the others: top-dose activation, most hits filed as activators; 420,000 compounds, 0.02% hits; further: potency means the concentration at half of the fitted maximal effect; series mostly up to about 76 µM; % of control where 0% means no effect; nearly all actives have a fitted effect of over 35% in size
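Stably transfected U87-MG glioma cells carrying a GRP78-based luciferase sensor; 16 h compound incubation. Luminescence end-point read 10 min after Bright-Glo addition at room temperature.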
Vif-A3F inh: blocks the Vif interaction with APOBEC3F; Potency, µM (doses to about 46.1 µM), without a hit: at the highest dose activity, negative = active; 390,000 compounds, 0.2% hits; AID 602313; HeLa A3F-eYFP + Vif (tagged APOBEC3F with the HIV-1 protein that degrades it), YFP fluorescence increase; further: potency means the concentration at half of the fitted maximal effect; % of control where 0% means no effect; nearly all actives have a fitted effect of over 65% in size
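HeLa cells stably expressing Vif plus C-terminally eYFP-tagged A3F were seeded, incubated overnight at 37 deg C, dosed with compound, incubated overnight again at 37 deg C. Yellow fluorescence (Ex 488/Em 500-530) reported blocked Vif-mediated A3F-eYFP degradation.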
An asterisk follows results filed as active; ? = inconclusive; nt = no result given; + = active, no number; & = joins results of further samples; [ ] = another dose, or the depositor's remark. Unless noted, the call rests on the fitted dose curve; in most records, active means well fitted curve in the direction sought with a large enough effect; inconclusive means small, poorly fitted or top-dose-only effect, or another doubt; inactive means no such curve, though single readings can be large; an effect the other way counts as inactive or inconclusive.

No.	Molecule	mIDH1 inhibitor	RGS4 inh	rTrxR1 inhibitor	LDHA block	USP1 inh
1	COC(=O)CSc1nc2sc3c(c2c(=O)n1-c1ccc(C)cc1)CC(C(C)C)OC3 (stereo not given)	0%	6%	18%	-5	+
2	Cc1ccc(NC(=O)C(C)SCc2nc3sc(C)c(C)c3c(=O)[nH]2)nc1 (stereo not given)	0%	-26%	13%	2	-22%
3	O=C(N/N=C\c1ccc(Oc2ccccc2)cc1)c1csnn1	-1%	-45%	1%[57.1 µM]	-3	-9%
4	CCC(C(=O)NCc1ccc(F)cc1)N(CCc1ccccc1)C(=O)c1snc(C(N)=O)c1N (stereo not given)	0%	4%	19%[57.1 µM]	-1	-22%
5	COc1ccc(OCCN2CCOCC2)cc1	-2%	-6%	10%	-22	-22%
6	CSc1ccc(CCNC(=O)Cn2c(C)c3cnn(-c4ccccc4)c(=O)c3c2C)cc1	15%	-23%	10%	-1	-18%
7	O=C(NCc1ccc(F)cc1)C(c1ccc(Cl)cc1)N(C(=O)c1csnn1)C1CC1 (stereo not given)	-2%	4%	-13%	-6	-11%
8	Cc1ccc(-c2noc(CNC(=O)c3ccc4c(c3)OCO4)n2)cc1	-10%	6%	2%[57.1 µM]	0	4%

No.	Vif-APOBEC3G blk	TrxR1 substrate	GRP78 ERSR act	Vif-A3F inh
1	4%	3%	-3%	0%
2	-3%	16%[57.1 µM]	-1%	4%
3	-2%	2%	-3%	-4%
4	0%	4%[57.1 µM]	-1%	13%
5	1%	4%	2%	0%
6	2%	0%	-2%	-3%
7	2%	-13%	-9%	-7%
8	-5%	-1%[57.1 µM]	1%	-6%

(listing goes on)
No.	Molecule	mIDH1 inhibitor	RGS4 inh	rTrxR1 inhibitor	LDHA block	USP1 inh
9	Cc1cc(C(=O)COc2ncnc3sccc23)c(C)n1C1CC1	15%	37%	-21%	0	-8%
10	CCS(=O)(=O)N1CCC(C(=O)NCc2cccnc2)CC1	-2%	9%	-2%	-1	-12%
11	COC(=O)C(C)Sc1nc2c(cnn2-c2ccc(F)cc2)c(=O)[nH]1 (stereo not given)	26%&0%	22%&-14%	7%&13%	-2&-1	-7%&-29%
12	Cc1ccc(-n2nc(N)c3c(=O)oc(N(C)C)nc32)cc1	1%	10%	-7%	-4	-13%
13	O=C1N/C(=N/Nc2ccccc2)S/C1=C\c1ccccc1	0%	-28%	-30%	1	-11%
14	C[C@@H]1CN([C@H](C)CO)C(=O)CCCn2nncc2CO[C@H]1CN(C)S(=O)(=O)c1ccccc1F	13%	nt	nt	-5	-6%
15	CC(=O)NS(=O)(=O)c1ccc2sc(C)nc2c1	-18%	17%	9%[2.29 µM]	-13	-18%
16	Cc1cccc2c1-c1sc(C(=O)N3CCc4ccccc4C3)cc1CO2	-2%	-4%	222%[activator]	-3	-18%

No.	Vif-APOBEC3G blk	TrxR1 substrate	GRP78 ERSR act	Vif-A3F inh
9	0%	-4%	2%	-10%
10	4%	10%[57.1 µM]	-3%	2%
11	2%&-2%	4%&2%	2%&-1%	9%&-1%
12	1%	-4%	-4%	8%
13	-6%	-16%	-1%	6%
14	2%	nt	-7%	-10%
15	-1%	-2%[57.1 µM]	4%	-2%
16	3%	211%[activator]	3%	-8%

Entries of single compounds from above. Values in the order: mIDH1 inhibitor	RGS4 inh	rTrxR1 inhibitor	LDHA block	USP1 inh	Vif-APOBEC3G blk	TrxR1 substrate	GRP78 ERSR act	Vif-A3F inh
Results for C[C@@H]1CN([C@H](C)CO)C(=O)CCCn2nncc2CO[C@H]1CN(C)S(=O)(=O)c1ccccc1F → 13%	nt	nt	-5	-6%	2%	nt	-7%	-10%
Results for CSc1ccc(CCNC(=O)Cn2c(C)c3cnn(-c4ccccc4)c(=O)c3c2C)cc1 → 15%	-23%	10%	-1	-18%	2%	0%	-2%	-3%
Results for CC(=O)NS(=O)(=O)c1ccc2sc(C)nc2c1 → -18%	17%	9%[2.29 µM]	-13	-18%	-1%	-2%[57.1 µM]	4%	-2%
Results for Cc1ccc(-c2noc(CNC(=O)c3ccc4c(c3)OCO4)n2)cc1 → -10%	6%	2%[57.1 µM]	0	4%	-5%	-1%[57.1 µM]	1%	-6%
Results for Cc1cc(C(=O)COc2ncnc3sccc23)c(C)n1C1CC1 → 15%	37%	-21%	0	-8%	0%	-4%	2%	-10%

As entered above.
no. 15 @ USP1 inh = -18%
no. 14 @ Vif-APOBEC3G blk = 2%
no. 11 @ Vif-A3F inh = 9%&-1%
no. 7 @ mIDH1 inhibitor = -2%
no. 2 @ rTrxR1 inhibitor = 13%
no. 13 @ RGS4 inh = -28%

Other results follow:
No.	Molecule	mIDH1 inhibitor	RGS4 inh	rTrxR1 inhibitor	LDHA block	USP1 inh
17	COc1ccc(C(=O)COc2nc(C)cc(C)c2C#N)cc1	4%	-21%	17%	-6	-20%
18	Cc1c(N2C(=O)CSC2c2ccccc2)c(=O)n(-c2ccccc2)n1C (stereo not given)	8%	-42%	15%[57.1 µM]	-2	-4%
19	CCn1c(SCC(=O)N2CCN(c3ccccc3)CC2)nc2c(c1=O)SC(C)C2 (stereo not given)	-2%	-6%	24%[57.1 µM]	0	-4%
20	CCOC(=O)N1CCN(C(=S)NC)CC1	-5%	-2%	3%	-4	-8%
21	O=C(CCNS(=O)(=O)c1cccs1)N1CCN(c2ccc(F)cc2)CC1	8%	-10%	13%	4	-16%
22	CC1=NN(c2nc(N)nc(/C(C#N)=C/c3ccc([N+](=O)[O-])o3)n2)C(C)(C)C1	?	-29%	?	20	-1%
23	O=C(Nc1nc2ccccc2[nH]1)c1cccc(S(=O)(=O)N2CCOCC2)c1	0%	8%	5%	3	-3%
24	CC(=O)c1cc(C#N)c(Oc2cc(C)cc(C)c2)nc1C	11%	-17%[11.4 µM]	20%[57.1 µM]	-9	-17%

No.	Vif-APOBEC3G blk	TrxR1 substrate	GRP78 ERSR act	Vif-A3F inh
17	-4%	7%[57.1 µM]	1%	2%
18	0%	9%[57.1 µM]	-3%	-2%
19	3%	-3%[57.1 µM]	-3%	-3%
20	-4%	2%	-4%	-16%
21	-1%	-3%	-3%	-5%
22	?	11%[57.1 µM]	-1%	?
23	1%	0%	3%	10%
24	-2%	5%[57.1 µM]	-6%	7%

More entries.
No.	Molecule	mIDH1 inhibitor	RGS4 inh	rTrxR1 inhibitor	LDHA block	USP1 inh
25	CCN1CCN(CCCNC(=O)c2ccc3c(=O)n(CCc4ccccc4)c(=O)[nH]c3c2)CC1	2%	26%	6%[57.1 µM]	-9	-11%
26	c1ccc(CCNCC2COc3ccccc3O2)cc1 (stereo not given)	6%	-18%	-3%	-5	-3%
27	COc1ccccc1-c1nc(SCC(=O)N(C)c2ccccc2)c2c(=O)n(C)c(=O)n(C)c2n1	-5%	2%	10%[57.1 µM]	-4	-7%
28	COc1cccc(C2CC(c3ccccc3)Nc3nc(N)nn32)c1 (stereo not given)	-6%	14%	9%[57.1 µM]	-12	-3%
29	O=C(COC(=O)CCC1CCCC1)Nc1ccccc1OC(F)F	1%	27%	8%[57.1 µM]	3	1%
30	Cc1ccc(C(=O)NCCCNC(=O)c2ccc(Cl)cc2)cn1	0%	7%	17%	-5	-9%
31	CC(C)NC(=O)Nc1ccc2c(c1)C(=O)N([C@H](C)CO)C[C@@H](C)[C@@H](CN(C)C(=O)NC1CCCCC1)O2	-7%	7%	10%[57.1 µM]	-8	-17%
32	CCOC(=O)C(C#N)=CN1CCN(C(=O)CCCl)c2ccccc21	2%	-4%	-17%	-5	-6%
33	COc1ccccc1OCC(=O)Nc1nc2c(s1)CCCC2	-1%	-7%	-5%	-2	-12%
34	CCOC(=O)C1CCN(c2c(NCCN3CCCCC3C)c(=O)c2=O)CC1 (stereo not given)	-7%	6%	9%	-4	-32%

No.	Vif-APOBEC3G blk	TrxR1 substrate	GRP78 ERSR act	Vif-A3F inh
25	0%	11%[57.1 µM]	3%	11%
26	3%	-1%	4%	2%
27	0%	4%[57.1 µM]	-3%	12%
28	-4%	1%[57.1 µM]	-1%	1%
29	-2%	-1%[57.1 µM]	-2%	5%
30	0%	7%	0%	0%
31	8%	18%[57.1 µM]	-2%	0%
32	-3%	-9%	-5%	1%
33	2%	-7%	3%	4%
34	-1%	3%	-5%	-2%

The list is partial; the hit share may differ from the screen's.
